Compound activity as filed in PubChem.
Keap1 Nrf2 FP – Keap1-Nrf2 protein-protein interaction inhibitors, primary screen, biochemical, fluorescence polarization, single point; Kelch-like ECH-associated protein 1 (Homo sapiens), Q14145; Keap1 Kelch-Nrf2 peptide fluorescence polarization, 1536-well; inhibition, % at 9.4 µM; 0.15% of 340,000 active; in the data active means inhibition above about 12%;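 further: human Keap1 Kelch domain with fluorescein labeled Nrf2 9mer peptide probe; 0% = neutral control wells and 100% = peptide positive control; higher means more block of Keap1 binding to Nrf2 peptide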
Target sequence (Q14145 whole entry, looked up, the tested form may be a part): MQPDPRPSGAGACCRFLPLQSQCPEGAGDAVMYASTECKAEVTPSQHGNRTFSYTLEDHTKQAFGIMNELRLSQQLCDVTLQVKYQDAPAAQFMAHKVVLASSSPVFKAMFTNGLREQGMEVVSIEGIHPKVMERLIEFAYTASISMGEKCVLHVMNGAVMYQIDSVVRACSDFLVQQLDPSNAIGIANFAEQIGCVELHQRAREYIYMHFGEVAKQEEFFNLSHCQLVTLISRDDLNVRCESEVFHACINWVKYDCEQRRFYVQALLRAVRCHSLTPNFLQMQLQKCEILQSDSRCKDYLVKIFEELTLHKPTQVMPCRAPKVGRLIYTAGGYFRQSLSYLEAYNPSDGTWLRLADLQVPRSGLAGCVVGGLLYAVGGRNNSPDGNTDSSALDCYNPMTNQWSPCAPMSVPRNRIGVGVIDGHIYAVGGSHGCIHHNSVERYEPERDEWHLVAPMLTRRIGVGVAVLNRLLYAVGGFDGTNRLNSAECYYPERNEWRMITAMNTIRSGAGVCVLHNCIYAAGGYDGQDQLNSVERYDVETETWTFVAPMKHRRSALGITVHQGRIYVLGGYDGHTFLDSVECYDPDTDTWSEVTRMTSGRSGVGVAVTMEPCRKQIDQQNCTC
C-LANA FP – inhibitors of KSHV C-LANA binding to DNA, primary screen, biochemical, fluorescence polarization, FAM-LBS DNA, MBP-C-LANA, single point | inhibition, % at 9 µM | Kaposi's sarcoma herpesvirus LANA C-terminal domain (residues 932-1162) DNA binding | AID 504423, 2011 | 0.078% of 340,000 active;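 active means highest replicate inhibition at or above 60% at 9 µM, even if other replicates fall short; inactive means all replicates below 60% inhibition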;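 further: 0% = neutral control wells and 100% = 4 µM acridine orange control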
DAGLB inhibitor – DAGLB lipase inhibitors, primary screen, biochemical, fluorescence, HTS; Diacylglycerol lipase-beta (Homo sapiens), Q8NCG7; HEK293T DAGLB membrane lysate, EnzChek fluorogenic substrate; inhibition, % at 5.17 µM; 0.059% of 340,000 active; AID 504411, 2011; in the data active means inhibition above about 34%;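 further: 0% = enzyme with vehicle and 100% = wells lacking enzyme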
CAL PDZ FP-1 – untagged CAL PDZ binding inhibitors, primary screen, biochemical, fluorescence polarization, HTS. Golgi-associated PDZ and coiled-coil motif-containing protein (Homo sapiens), Q9HD26. purified CAL PDZ, TMR-peptide fluorescence polarization, 1 h. inhibition, % at 24.9 µM. 0.92% of 300,000 active. AID 602252, 2012;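 active means mean inhibition of at least 30% with at least half of replicates also reaching 30%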;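 further: 0% = DMSO neutral control and 100% = excess unlabeled competitor peptide PRC23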
NSD2 HMT inh – NSD2 histone methyltransferase inhibitors, primary screen, biochemical, AlphaScreen, single concentration, set 2; Histone-lysine N-methyltransferase NSD2 (Homo sapiens), O96028; NSD2 peptide methylation, 120 min; inhibition, % at 12.5 µM; 0.54% of 310,000 active; in the data active means inhibition above about 50%
Pemphigus Ab inh – inhibitors of pemphigus antibody binding to DSG3, primary screen, biochemical, bead-based, flow cytometry, scFv-GFP; AID 588358, 2011; DSG3-coupled beads, scFv-anti-DSG3-GFP binding; hits give low values; 0.48% of 310,000 active; binding (percent of control), % at 10 µM; Desmoglein-3 (Homo sapiens), P32926;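 active means binding more than 3 SD below its plate's average and above zero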;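 further: hits lower antibody fragment binding to DSG3; some compounds called inactive have numbers as strong as hits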
V-ATPase pHluor – regulators of yeast V-ATPase proton pumping, primary screen, pHLuorin cytosolic pH fluorescence; S. cerevisiae; response, % at 10 µM; 0.37% of 350,000 active; in the data active means response mostly above about 7.3%, no sharp cut-off; inactive means mostly below about 5.4%; further: actives read high; inactives centre near 0; some compounds called inactive have numbers as strong as hits; reference of the scale not given here
CAL PDZ FP-2 – CAL PDZ peptide-binding inhibitors, primary screen, biochemical, fluorescence polarization, Cer-tagged CAL PDZ, HTS | AID 504414, 2011 | 0.02% of 330,000 active | Golgi-associated PDZ and coiled-coil motif-containing protein (Homo sapiens), Q9HD26 | purified CAL PDZ, TMR-peptide fluorescence polarization, 1 h | inhibition, % at 20 µM;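 active means highest replicate inhibition of at least 40%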;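 further: plate controls were DMSO neutral control wells for no effect and unlabeled competitor peptide control wells for full effect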
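System: tagged CAL PDZ domain. Schedule: 1 h room-temperature incubation prior to read. Signal: fluorescence polarization (mP). Measure: percent inhibition from loss of millipolarization.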
Cardiac RTF inh – cardiac RTF calcium sensitivity inhibitors, primary screen, biochemical, IANBD-TnC fluorescence, EC70 calcium. IANBD-labeled cardiac RTF, Ca2+ fluorescence. inhibition, % at 7.15 µM. 0.12% of 340,000 active. AID 493244, 2011;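 active means inhibition above the mean inhibition of all tested compounds plus 3 SD, cut at about 17% in these data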;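 further: assay run at fixed EC70 calcium of 1.6 mM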
Arrestin-AP2 inh – inhibitors of beta-arrestin/AP2 binding, primary screen, biochemical, GPCR trafficking, flow cytometry | beta-arrestin 1 C-terminal peptide binding to AP2 beta2-adaptin appendage (human) | FITC-arrestin peptide / GST-AP2 beads; AP2 beta2 appendage carries R879A mutation | inhibition, % at 10 µM | 0.31% of 340,000 active | AID 504490, 2011;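 active means inhibition above a set limit, near 3 SD of compounds lacking own fluorescence, cut at about 54% in these data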;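 further: plate controls were DMSO wells for no effect and 5 µM unlabelled arrestin peptide for full effect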
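System: GST-AP2 R879A bound to glutathione beads, E. coli-expressed. Also added: 50 nM FITC-arrestin peptide. Schedule: compound with beads 12 min RT, then probe 1 h RT. Signal: bead flow cytometry, FITC channel. Read-out basis: percent response.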
Starred values were filed as active, the others as inactive; nt = not tested or not shown. Some of the compounds tested, so the mix of outcomes need not match the whole.

SMILES	Keap1 Nrf2 FP	C-LANA FP	DAGLB inhibitor	CAL PDZ FP-1	NSD2 HMT inh	Pemphigus Ab inh	V-ATPase pHluor	CAL PDZ FP-2	Cardiac RTF inh	Arrestin-AP2 inh
COc1ccc(/C=C2\Sc3ccc(C(=O)N4CCCC4)cc3N(C)C2=O)cc1OC	-3	1.3	3	1	nt	nt	1	0.2	-1	6
CCN(Cc1nc(-c2cccc(C)c2)no1)C(=O)c1ccc2c(c1)OCO2	0	-0.4	-7	-27	0	120	-2	-2.5	5	18
CC(=O)Nc1ccc(N/C=C(\C#N)S(=O)(=O)c2ccc(Cl)cc2)cc1	-1	2.0	0	-3	-1	112	0	-1.4	-11	-11
Nc1nnc(Cc2ccc(Cl)cc2)s1	0	1.0	-1	-3	-1	106	-5	-0.9	-7	2
O=C(CSCc1ccc(Cl)cc1)NN=C1CCCCCC1	3	2.4	-1	-1	0	100	4	-0.1	-9	-2
CCOC(=O)CCn1nc(-c2ccc(C)cc2)c2ccccc2c1=O	4	1.9	-6	-6	-1	115	13	-0.1	0	2
CCOC(=O)c1cnn(-c2ccc(C(F)(F)F)cn2)c1N	-2	0.5	-6	-1	-1	100	3	-1.7	5	-4
O=C(NCCN1CCOCC1)c1ccc2c(c1)N(Cc1ccccc1)C(=O)CS2	-2	0.0	-3	nt	0	99	0	1.6	-1	-6
CCOC(=O)CCNC(=O)N1CCC(CCC(=O)NCc2ccc(F)cc2)CC1	3	1.8	-1	0	-1	114	3	-0.4	2	7
O=C(Nc1cc(C(F)(F)F)ccc1Cl)c1cc(C2CC2)on1	1	14	-9	-2	-5	102	3	nt	2	4
CCOc1cccc(/C=N/N2C(C)CCCC2C)c1O (configuration not stated)	-1	0.8	-3	2	-7	103	1	-0.2	-4	8
COc1cccc(-c2c[nH]c(=O)[nH]c2=O)c1	-1	4.0	0	-1	-2	97	2	-0.4	0	11
Cc1ccc(C)c(OCc2cc(C(=O)N3CCN(C(=O)c4ccco4)CC3)no2)c1	0	-0.9	-1	-1	5	105	5	-1.2	-5	9
COc1ccc2cc(Br)ccc2c1CC(=O)NC(C)C	-2	1.5	1	3	-3	111	2	-1.2	1	2
COc1ccc(Cl)cc1C(=O)NNC1CC(=O)N(Cc2ccc(Cl)cc2)C1=O (configuration not stated)	4	1.3	5	2	-1	nt	-2	-0.1	9	6
COc1cc(C(=O)Nc2cccc(-n3cnnn3)c2)cc(Cl)c1OC	-4	-0.1	-2	-7	-1	nt	5	-5.3	-5	-10
Cc1cc(OCC(=O)N(C(C)C)C(C)C)ccc1Cl	-4	1.2	-4	-3	-4	103	6	0.1	-8	-14
O=C(CN(Cc1ccc(Cl)cc1)S(=O)(=O)c1ccccc1)NCC1CCCO1 (configuration not stated)	-1	-0.3	1	15	-2	104	-3	-0.1	3	-18
Cc1noc(C)c1COc1ccccc1C(=O)N(C)CC(=O)Nc1ccc(F)cc1	-1	-1.6	-4	4	16	99	1	-0.8	-2	32
COc1ccc(CN(Cc2ccccn2)C(=O)CN2C(=O)C(C)Oc3ccccc32)cc1 (configuration not stated)	-5	-0.2	0	nt	0	89	-4	-1.5	-7	-7
O=C(NCCN1CCCC1)C1CCN(S(=O)(=O)N2CCC3(CC2)OCCO3)CC1	-4	2.1	0	-3	-1	119	-1	-1.3	-7	-7
CCOC(=O)c1sc(=S)n(-c2cccc(C(F)(F)F)c2)c1SC	-4	-0.1	-2	-2	0	109	-1	-0.8	-2	7
Cc1ccc(NC(=O)Nc2sc(=S)n(C)c2C)cc1	3	1.7	0	-2	4	nt	0	-0.3	-15	-2
COc1ccc(NC(=O)CCn2c(=S)[nH]c3ccccc3c2=O)cc1	1	-0.2	0	-5	-1	80	-3	-2.0	-5	25
CCOC(=O)C1=C(C)NC(=O)NC1c1ccc(OCC(=O)OC)c(OC)c1 (configuration not stated)	-4	0.6	3	0	3	135	-1	-0.2	17	6

Ordered by SMILES length (low to high): part of the list above.
SMILES	Keap1 Nrf2 FP	C-LANA FP	DAGLB inhibitor	CAL PDZ FP-1	NSD2 HMT inh	Pemphigus Ab inh	V-ATPase pHluor	CAL PDZ FP-2	Cardiac RTF inh	Arrestin-AP2 inh
Cc1cc(OCC(=O)N(C(C)C)C(C)C)ccc1Cl	-4	1.2	-4	-3	-4	103	6	0.1	-8	-14
COc1ccc(/C=C2\Sc3ccc(C(=O)N4CCCC4)cc3N(C)C2=O)cc1OC	-3	1.3	3	1	nt	nt	1	0.2	-1	6
Cc1ccc(C)c(OCc2cc(C(=O)N3CCN(C(=O)c4ccco4)CC3)no2)c1	0	-0.9	-1	-1	5	105	5	-1.2	-5	9

Laid out differently: results already given
smiles,Keap1 Nrf2 FP,C-LANA FP,DAGLB inhibitor,CAL PDZ FP-1,NSD2 HMT inh,Pemphigus Ab inh,V-ATPase pHluor,CAL PDZ FP-2,Cardiac RTF inh,Arrestin-AP2 inh
Cc1cc(OCC(=O)N(C(C)C)C(C)C)ccc1Cl,-4,1.2,-4,-3,-4,103,6,0.1,-8,-14
O=C(CN(Cc1ccc(Cl)cc1)S(=O)(=O)c1ccccc1)NCC1CCCO1 (configuration not stated),-1,-0.3,1,15,-2,104,-3,-0.1,3,-18
Cc1noc(C)c1COc1ccccc1C(=O)N(C)CC(=O)Nc1ccc(F)cc1,-1,-1.6,-4,4,16,99,1,-0.8,-2,32

Nothing new here: entries from further up.
SMILES	Keap1 Nrf2 FP	C-LANA FP	DAGLB inhibitor	CAL PDZ FP-1	NSD2 HMT inh	Pemphigus Ab inh	V-ATPase pHluor	CAL PDZ FP-2	Cardiac RTF inh	Arrestin-AP2 inh
Cc1ccc(NC(=O)Nc2sc(=S)n(C)c2C)cc1	3	1.7	0	-2	4	nt	0	-0.3	-15	-2
COc1ccc(NC(=O)CCn2c(=S)[nH]c3ccccc3c2=O)cc1	1	-0.2	0	-5	-1	80	-3	-2.0	-5	25
CCOC(=O)C1=C(C)NC(=O)NC1c1ccc(OCC(=O)OC)c(OC)c1 (configuration not stated)	-4	0.6	3	0	3	135	-1	-0.2	17	6

The list goes on:
SMILES	Keap1 Nrf2 FP	C-LANA FP	DAGLB inhibitor	CAL PDZ FP-1	NSD2 HMT inh	Pemphigus Ab inh	V-ATPase pHluor	CAL PDZ FP-2	Cardiac RTF inh	Arrestin-AP2 inh
O=C1Nc2cc(C(=O)NCCCN3CCCC3)ccc2S/C1=C\c1ccccc1	-3	-3.4	5	-5	11	101	2	-11	-2	-11
C=CCOc1ccc(CNc2ccc3[nH]c(=O)[nH]c3c2)cc1OCC	-1	-1.4	-2	0	9	110	3	-2.0	-37	35
CCCCNC(=O)c1sc(=S)n(-c2ccccc2OC)c1N	1	-0.8	-1	-1	1	110	2	-1.8	-3	-17
CCCN(Cc1ccccc1)C(=S)Nc1ccc(OC(F)F)cc1	-1	1.6	-4	-4	-5	105	2	-1.1	-2	-1
O=C(OCc1ccc([N+](=O)[O-])cc1Cl)c1cnccn1	3	0.0	-2	nt	1	104	5	0.7	-7	33
C=CCOc1ccc(CNC(C)(C)CO)cc1OCC	-1	-0.6	-3	0	-4	103	-3	0.0	0	14
COc1ccc(CCNCc2c(OC)ccc3ccccc23)cc1OC	3	0.5	-2	-8	3	99	-1	-0.9	-2	-22
N#C/C(=C1/CCCCCN1)c1nnc2n1CCCCC2	-1	-1.3	3	-6	0	95	-4	-2.3	-8	3
Cc1cccc(OCC(=O)N(Cc2nnc(-c3ccccc3Cl)o2)C2CC2)c1	0	1.0	-1	-5	-4	92	2	-2.2	-5	2
O=C(NCCCN1CCCC1)c1ccc2c(c1)N(Cc1ccc(F)cc1)C(=O)c1ccccc1S2=O (configuration not stated)	-5	-0.2	3	-2	7	104	-1	-3.5	-5	-10
O=C(CSc1nc(-c2ccc(F)cc2)cs1)Nc1ccccn1	-9	-0.4	-3	-2	-3	44*	2	-1.0	9	11
COCCN1CC(O)=C(c2nc3ccccc3c(=O)[nH]2)C1=N	-5	-2.6	0	-4	-2	nt	8	-0.7	-3	0
CCn1c(SCC(=O)c2cccs2)nnc1-c1cccs1	-5	-0.8	-1	-1	7	98	-1	-1.7	2	2
Cc1c(C(c2ccccc2O)c2c(C)n(C)n(-c3ccccc3)c2=O)c(=O)n(-c2ccccc2)n1C	-1	-0.1	4	nt	0	98	0	-2.1	-3	-5
Cc1cccc(C(=O)OCC(=O)N(C)C(c2ccccc2)c2ccccc2)c1[N+](=O)[O-]	3	0.9	-10	2	-1	92	0	-0.8	2	-15
Cc1ccn(CCC(=O)NC2CCCc3c2cnn3-c2cccc(C)c2C)n1 (configuration not stated)	-1	0.5	0	-3	-1	nt	3	-0.5	1	6
CCCC(C(=O)N1CCOCC1)N1C(=O)C2C3C=CC(C3)C2C1=O (configuration not stated)	-7	0.5	1	-1	-2	-12*	-1	-1.5	-5	12
O=C(Nc1ccccc1N1CCCCC1)C1CCN(S(=O)(=O)c2cccc(C(F)(F)F)c2)CC1	4	1.3	-14	-2	-2	115	0	-0.7	-25	-2
CN(C)CCCNC(=O)C(=O)NCC(c1cccs1)S(=O)(=O)c1ccc(F)cc1 (configuration not stated)	-4	2.5	5	nt	3	100	2	-7.9	-19	43
O=C(NCCN1CCCCC1)/C(=N\O)c1ccccc1	-3	-0.7	4	-1	-5	nt	-2	-0.7	1	11
c1ccc(NN(Cc2ccccn2)c2ccccc2)cc1	nt	nt	0	nt	0	107	4	nt	nt	nt
COc1ccc(NC(=O)/C(C#N)=C/C=C/c2ccco2)cc1	-2	1.3	4	1	15	122	-7	-1.8	-10	24
O=C(N/N=C\CCc1ccccc1)c1ccco1	2	2.0	-1	-5	1	123	0	-1.5	-4	10
COc1cccc(NC(=O)N2CCCC(C(=O)Nc3ccccc3OC)C2)c1 (configuration not stated)	-3	-0.1	0	-2	-2	95	2	-1.2	-9	15
C=CCOc1nc2c(c(=O)n(C)c(=O)n2C)n1Cc1c(Cl)cccc1Cl	2	0.2	-2	-2	-6	100	-3	0.0	0	0
O=C(Nc1ccc2c(c1)OCCO2)c1ccoc1	0	0.6	-1	-1	0	nt	-2	-0.4	-6	3
C(=NOCc1ccccc1)c1ccccn1	nt	nt	-1	nt	-1	105	0	nt	nt	nt
